Screening data deposited in PubChem by National Center for Advancing Translational Sciences (NCATS).
D1 PAM = Potentiators of Human D1 Dopamine Receptor: qHTS. potentiation, % at 10 µM. D(1A) dopamine receptor (Homo sapiens), P21728. AID 504651, 2011. actives 0.036% (n = 360,000). HEK293 TREx D1 cells, calcium flux, dopamine EC20 potentiation; in the data active = potentiation above about 30%; note: 0% is about no effect
Vif-A3F inh = qHTS for Inhibitors of Vif-A3F Interactions: qHTS | actives 0.2% (n = 390,000) | Potency, µM (doses to about 46.1 µM), inactives show top-dose activity, negative = active | HeLa A3F-eYFP + Vif (tagged APOBEC3F with the HIV-1 protein that degrades it), YFP fluorescence increase | AID 602313, 2012; note: potency is the fitted concentration of half-maximal effect; % of control where 0% means no effect; nearly all actives have a fitted effect of over 65% in size
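HeLa cells stably expressing Vif plus C-terminally eYFP-tagged A3F were seeded, incubated overnight at 37 deg C, dosed with compound, incubated overnight again at 37 deg C. Yellow fluorescence (Ex 488/Em 500-530) reported blocked Vif-mediated A3F-eYFP degradation.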
LDHA inh = qHTS assay for inhibitors of human lactate dehydrogenase; AID 1347041, 2019; activity change, % (values are at about 110 or 230 µM); actives 0.15% (n = 480,000); purified LDHA, NADH/diaphorase-resazurin fluorescence; stronger effect = lower value; L-lactate dehydrogenase A chain (Homo sapiens), P00338; in the data active = activity change below about -30%; inconclusive = mostly about -25% to -30%;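 note: plate controls were DMSO wells for no effect and wells without enzyme for full effect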
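Remaining NADH was detected by diaphorase (0.133 mg/mL) converting 37 µM resazurin to fluorescent resorufin, read at 0 and 20 minutes. The preceding 5-minute room-temperature reaction used 2 nM LDHA, 0.2 mM sodium pyruvate and 0.06 mM NADH at pH 7.4.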
Vif-APOBEC3G blk = qHTS for Inhibitors of Vif-A3G Interactions: qHTS; DNA dC->dU-editing enzyme APOBEC-3G (Homo sapiens), Q9HC16; HeLa A3G-eYFP + Vif (tagged APOBEC3G with the HIV-1 protein that degrades it), YFP fluorescence, overnight; Potency, µM (highest dose often 46.1 µM), for inactives: top-dose activity, negative = active, actives largely listed as inhibitors; actives 0.076% (n = 410,000);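 note: potency is the fitted concentration of half-maximal effect; % is set by controls: 0 for no effect and ±100 for the full control effect; nearly all actives have a fitted effect of over 60% in size; hits raise eYFP signal because A3G escapes Vif-driven loss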
Target sequence (Q9HC16 whole entry, looked up): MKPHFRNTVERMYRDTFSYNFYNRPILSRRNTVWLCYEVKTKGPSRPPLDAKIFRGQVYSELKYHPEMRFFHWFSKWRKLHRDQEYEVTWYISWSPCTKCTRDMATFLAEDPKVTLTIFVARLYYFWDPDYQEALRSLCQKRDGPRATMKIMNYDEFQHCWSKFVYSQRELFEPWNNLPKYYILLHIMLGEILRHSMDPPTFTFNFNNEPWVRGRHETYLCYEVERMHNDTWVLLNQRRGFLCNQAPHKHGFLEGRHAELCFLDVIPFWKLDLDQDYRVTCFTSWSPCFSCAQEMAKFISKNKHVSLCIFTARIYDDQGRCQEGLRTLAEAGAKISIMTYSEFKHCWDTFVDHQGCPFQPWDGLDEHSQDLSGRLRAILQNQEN
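Read-out is eYFP fluorescence (Ex 488/Em 500-530) from Vif-expressing HeLa A3G-eYFP cells; more signal means A3G escaped Vif-mediated degradation. Cells plated overnight, compound pinned in, incubated overnight at 37 deg C.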
D1 ag = Allosteric Agonists of the Human D1 Dopamine Receptor: qHTS; D(1A) dopamine receptor (Homo sapiens), P21728; HEK293 T-REx D1 cells, calcium flux, agonist mode; activation, % at 2 µM; actives 1% (n = 360,000); in the data active = activation above about 30%; note: 0% is about no effect
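Inducible HEK293 T-REx D1 cells, force-coupled to calcium signalling, were plated at 4000 cells/well with tetracycline and held overnight at 30 C. After no-wash calcium dye loading, compound-evoked calcium rise over 180 s flagged agonists.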
D1 antag = Antagonist of Human D 1 Dopamine Receptor: qHTS; HEK293 TREx D1 cells, calcium flux, dopamine EC80; stronger effect = lower value; activity change, negative = inhibition, % at 10 µM; actives 3.2% (n = 360,000); AID 504652, 2011; in the data active = activity change below about -30%; note: % is set by controls: 0 for no effect and ±100 for the full control effect
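After overnight tetracycline induction at 30 C, force-coupled D1 HEK293 cells took up a no-wash calcium dye at room temperature. Compounds were added and monitored 180 s, and the response to EC80 dopamine was then recorded.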
D2 PAM = HTS Assay for Positive Allosteric Modulators of the Human D2 Dopamine Receptor: Primary Screen for Potentiators. potentiation, % at 10 µM. actives 0.34% (n = 340,000). HEK293 T-REx D2, calcium flux, EC20 dopamine potentiation. AID 485347, 2010;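 active = potentiation over 3 SD above the plate norm, cut at about 30% in these data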; note: 0% is about no effect
Target sequence (P14416 whole entry, looked up): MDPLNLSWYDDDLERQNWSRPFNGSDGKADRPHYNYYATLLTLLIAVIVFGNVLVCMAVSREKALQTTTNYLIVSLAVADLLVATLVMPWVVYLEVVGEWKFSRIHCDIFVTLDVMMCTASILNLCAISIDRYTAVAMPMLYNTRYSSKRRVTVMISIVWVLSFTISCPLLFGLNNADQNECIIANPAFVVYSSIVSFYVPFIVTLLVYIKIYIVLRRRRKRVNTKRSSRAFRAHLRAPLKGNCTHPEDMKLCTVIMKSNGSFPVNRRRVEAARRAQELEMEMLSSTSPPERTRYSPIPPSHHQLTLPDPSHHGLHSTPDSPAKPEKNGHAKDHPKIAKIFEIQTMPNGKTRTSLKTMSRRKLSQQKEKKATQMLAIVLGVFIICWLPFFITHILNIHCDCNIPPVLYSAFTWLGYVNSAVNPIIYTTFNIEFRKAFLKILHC
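Tetracycline-induced HEK293 T-REx cells force-coupled to calcium signalling expressed D2; compounds were pin-added after a 10 s baseline, read kinetically 180 s, then an EC20 dopamine challenge followed with a further 180 s calcium read.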
RXFP1 ag = qHTS Assay for Agonists of the Relaxin Receptor RXFP1 | actives 0.3% (n = 370,000) | Relaxin receptor 1 (Homo sapiens), Q9HBX9 | Potency, µM (doses to about 57.5 µM), for inactives: at the top dose activation, most hits filed as activators | HEK293T-RXFP1 cAMP TR-FRET, 30 min; response scale: percent of porcine relaxin response, buffer zero | AID 2676, 2010; note: potency is the fitted concentration of half-maximal effect; % is set by controls: 0 for no effect and ±100 for the full control effect; nearly all actives have a fitted effect of over 60% in size; many of its hits are not listed in these tables
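HEK293T cells stably expressing RXFP1 were pretreated with the PDE4 inhibitor Ro 20174, exposed to compounds for 30 min at 37C, lysed, and cAMP was read by TR-FRET. Data normalized to buffer (basal) and 29 nM porcine relaxin (100%).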
Glioma ERSR ind = qHTS for Inducers of the Endoplasmic Reticulum Stress Response (ERSR) in Human Glioma: qHTS; actives 0.02% (n = 420,000); Potency, µM, without a hit: at the top dose activation, hits mostly activators; U87-MG GRP78 promoter luciferase reporter, 16 h; note: potency is the fitted concentration of half-maximal effect; series mostly up to about 76 µM; % of control where 0% means no effect; nearly all actives have a fitted effect of over 35% in size
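ERSR induction read as luciferase luminescence (Bright-Glo, 10 min at room temperature) in stably transfected human U87-MG glioma cells exposed to compounds for 16 h, using GRP78 as sensor.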
Numbers without * were called inactive; ? = inconclusive; . = not tested or not shown. Unless noted, calls come from the whole dose curve; as a rule, active = well fitted curve in the direction sought with a large enough effect; inconclusive = small, poorly fitted or top-dose-only effect, or another doubt; inactive = no such curve, though single readings can be large; an effect the other way counts as inactive or inconclusive. The list is partial; count on the stated rates, not on these rows.

item | structure | D1 PAM | Vif-A3F inh | LDHA inh | Vif-APOBEC3G blk | D1 ag | D1 antag | D2 PAM | RXFP1 ag | Glioma ERSR ind
1 | COc1ccc(N2CCN(S(=O)(=O)c3c(C)n(C)c(=O)n(C)c3=O)CC2)cc1 | -8 | 2% | 0 | -1% | 2 | 0 | 6 | 0.3% | -3%
2 | O=C(CN1C(=O)COc2ccccc21)N(CCCN1CCOCC1)CC1CC=CCC1 (configuration not stated) | 0 | 3% | -3 | -1% | 3 | 3 | 8 | 0.1% | -2%
3 | Fc1ccc(Sc2cc(Cl)c(-c3ccccc3)nn2)cc1 | 3 | 4% | -5 | 0% | 0 | -28 | 9 | -0.4% | -1%
4 | Cc1cc2cc(CCNC(=O)c3ccc(Br)o3)c(=O)[nH]c2cc1C | -8 | -19% | 20 | -9% | 0 | 6 | -5 | 0.5% | -7%
5 | Cn1cc(CN2CCCC(CNC(=O)c3ccc4c(c3)OCO4)C2)c2ccccc21 (configuration not stated) | -8 | 12% | 5 | -3% | 2 | -8 | -21 | -3.2% | -3%
6 | NCCc1nnc(SCc2c(F)cccc2Cl)o1 | 0 | -4% | -1 | 2% | 21 | 6 | 15 | 2.9% | -1%
7 | COc1ccc(C(=O)NCCn2cc(SCC(N)=O)c3ccccc32)cc1 | 0 | 3% | -6 | 1% | 2 | -2 | -2 | 0.0% | -3%
8 | CCC(=O)Nc1cccc(NC(=S)NC(=O)c2cccc(C)c2)c1 | 1 | 3% | -14 | 1% | 9 | -38* | -4 | -1.1% | 2%
9 | S=C(Nc1ccc(Br)cc1)N1CCn2cccc2C1c1cccnc1 (configuration not stated) | -3 | 2% | -3 | -1% | 10 | -24 | -3 | 1.4% | 0%
10 | O=C(O)CN1C(=O)/C(=C\c2ccccc2OCc2ccccc2)SC1=S | . | -8% | -9 | -1% | . | . | . | . | 1%
11 | Cn1c(=O)cc(SCC(=O)NCCCN2CCN(c3ccccc3F)CC2)c2ccccc21 | -17 | . | -1 | -1% | 0 | -29 | -23 | 10.0% | -2%
12 | CCN(CC)S(=O)(=O)c1ccc(N2CCOCC2)c(NC(=O)c2c3c(nc4ccccc24)CCC3)c1 | 3 | 7% | -5 | -5% | -1 | 6 | -2 | ? | 0%
13 | c1ccc(CNC2=NCCC2)nc1 | -11 | 3% | -3 | 0% | 4 | 5 | -3 | 0.0% | -4%
14 | CCCCCCOC(=O)C1=C(C)NC(=O)NC1c1ccc(O)cc1 (configuration not stated) | 4 | -4% | -2 | -3% | 3 | 5 | 5 | 0.1% | -5%
15 | C=C(C)C1Cc2c(C)nn(-c3cccc4cccnc34)c2C1 (configuration not stated) | -4 | 1% | -5 | 2% | 2 | 1 | 6 | -1.6% | -3%
16 | COc1ccc(C(=O)/C=C/Nc2ccc(NC(C)=O)cc2)cc1OC | 1 | -9% | -3 | -10% | 1 | -8 | 18 | 2.9% | -2%
17 | COc1ccc(Cl)cc1C(=O)Nc1sc2c(c1C(=O)OC(C)C)CCCC2 | 3 | -3% | -1 | 3% | 0 | -2 | -2 | 2.5% | -3%
18 | CN(C)c1ncnc2[nH]ncc12 | . | 1% | 2 | 0% | . | . | . | . | 3%
19 | CC(=O)N1CCN(c2ccc(NC(=O)c3cccc(F)c3)cc2)CC1 | . | 0% | -9 | -5% | . | . | . | . | -1%
20 | CC(=O)c1ccc(NC(=O)CN2C(=O)NC(C)(C3CCCCC3)C2=O)cc1 (configuration not stated) | -3 | 1% | 1 | 2% | 0 | -7 | 5 | -0.1% | -2%
21 | NC(=O)C1CCN(C(=O)c2ccc(NS(=O)(=O)/C=C/c3ccccc3)cc2)CC1 | . | 2% | 0 | 4% | . | . | . | . | -4%
22 | COc1ccccc1C1/C(=C(/O)c2ccccc2)C(=O)C(=O)N1CCO (configuration not stated) | -4 | -14% | -3 | 2% | 1 | 3 | 21 | -0.2% | -4%
23 | c1ccc(CSc2nnc(NC3=NCCCCC3)s2)cc1 | -4 | 1% | -2 | 1% | 2 | -20 | 4 | 0.0% | 4%
24 | Brc1cccc(C2CC(c3ccccc3)n3nnnc3N2)c1 (configuration not stated) | 1 | -17% | -4 | 0% | 1 | 31 | 11 | -1.7% | -5%
25 | Cc1ccc(C)c(-c2csc(Nc3ncccn3)n2)c1 | -1 | 1% | -7 | 3% | 0 | 8 | 16 | -2.8% | -2%

A different layout for 4 compounds above:
(10) O=C(O)CN1C(=O)/C(=C\c2ccccc2OCc2ccccc2)SC1=S
  D1 PAM: . | Vif-A3F inh: -8% | LDHA inh: -9 | Vif-APOBEC3G blk: -1% | D1 ag: . | D1 antag: . | D2 PAM: . | RXFP1 ag: . | Glioma ERSR ind: 1%

(23) c1ccc(CSc2nnc(NC3=NCCCCC3)s2)cc1
  D1 PAM: -4 | Vif-A3F inh: 1% | LDHA inh: -2 | Vif-APOBEC3G blk: 1% | D1 ag: 2 | D1 antag: -20 | D2 PAM: 4 | RXFP1 ag: 0.0% | Glioma ERSR ind: 4%

(2) O=C(CN1C(=O)COc2ccccc21)N(CCCN1CCOCC1)CC1CC=CCC1 (configuration not stated)
  D1 PAM: 0 | Vif-A3F inh: 3% | LDHA inh: -3 | Vif-APOBEC3G blk: -1% | D1 ag: 3 | D1 antag: 3 | D2 PAM: 8 | RXFP1 ag: 0.1% | Glioma ERSR ind: -2%

(15) C=C(C)C1Cc2c(C)nn(-c3cccc4cccnc34)c2C1 (configuration not stated)
  D1 PAM: -4 | Vif-A3F inh: 1% | LDHA inh: -5 | Vif-APOBEC3G blk: 2% | D1 ag: 2 | D1 antag: 1 | D2 PAM: 6 | RXFP1 ag: -1.6% | Glioma ERSR ind: -3%

Going on with the list.
Sequence of screens: D1 PAM	Vif-A3F inh	LDHA inh	Vif-APOBEC3G blk	D1 ag	D1 antag	D2 PAM	RXFP1 ag	Glioma ERSR ind
26	COCCN1C(=O)C(=O)/C(=C(/O)c2ccc(C)cc2)C1c1ccccn1 (configuration not stated)
    -1	20%	-2	5%	4	5	-1	1.2%	0%
27	Cc1nn2c(SCC(=O)c3cccs3)cc(C(C)(C)C)nc2c1-c1ccccc1
    4	-19%	-1	-3%	4	5	12	-1.5%	-1%
28	Cc1cccc(CCN=c2c([N+](=O)[O-])nn(-c3ccccc3)n2O)c1
    -4	-3%	2	-6%	3	3	-1	0.7%	6%
29	COc1cccc(C2C3=C(Nc4[nH]n(-c5ccccc5)c(=O)c42)c2ccccc2C3=O)c1 (configuration not stated)
    4	.	.	.	0	-16	4	3.5%	.
30	CC(=O)N1c2ccc(S(=O)(=O)NCCC(=O)N(C)C3CCCCC3)cc2CC1C (configuration not stated)
    3	0%	-17	-1%	3	3	17	-0.2%	-4%
31	CC(C)[C@H](NC(=O)c1ccc([N+](=O)[O-])cc1Cl)C(=O)N1CCN(C/C=C/c2ccccc2)CC1
    .	-9%	-13	6%	.	.	.	.	-3%
32	COc1ccc(C(=O)Nc2ccc(-c3n[nH]c(=S)o3)cc2)cc1OC
    -9	2%	-3	0%	3	6	-9	8.7%	-1%
33	O=C(NCCS(=O)(=O)N1CCN(c2ccccc2F)CC1)C(c1ccccc1)c1ccccc1
    -1	-8%	-2	5%	5	11	-6	1.4%	-1%
34	O=C(CSc1nnc(SCc2ccc(Cl)cc2)s1)N/N=C/c1c[nH]c2ccccc12
    5	0%	-9	-11%	0	7	12	0.1%	-6%
35	COc1ccc(OCCCC(=O)Nc2cc(Cl)ccc2-n2cncn2)cc1
    -4	-3%	-7	0%	0	-10	-4	0.0%	-4%
36	Cc1n(CC(O)COCc2ccccc2)c2ccccc2[n+]1C (configuration not stated)
    -4	7%	-4	0%	2	8	-4	1.1%	1%
37	COc1ccc2oc(=O)c(C(=O)N3CCN(C(=O)c4ccco4)CC3)cc2c1
    6	-7%	2	5%	1	18	.	1.2%	-1%
38	O=C(Cc1ccccc1)Nc1ccccc1CO
    -2	2%	3	-3%	5	8	-11	1.9%	-3%
39	Cc1nc(NC(=O)c2ccccc2)sc1-c1csc(Nc2cccc(Cl)c2)n1
    -6	.	.	.	1	-5	0	0.9%	.
40	CCc1nnc(NC(=O)CSc2nnc(Cc3ccccc3)o2)s1
    -4	-6%	1	0%	4	16	-1	0.2%	0%
41	O=C(NCc1ccc2c(c1)OCO2)c1ccc(COc2cc(Cl)ccc2Cl)o1
    -5	-11%	5	-2%	11	-15	-3	1.3%	-4%
42	COc1ccc(N(CC(=O)Nc2c(C)n(C)n(-c3ccccc3)c2=O)S(=O)(=O)c2ccccc2)cc1OC
    -3	0%	-4	0%	1	1	16	2.3%	-3%
43	CCOC(=O)C1=C(C)NC(=O)C(C(N)=O)C12CCCCC2 (configuration not stated)
    -1	-10%	-5	0%	3	1	-9	2.2%	-7%
